Mcl1-Noxa inh: Mcl-1/Noxa interaction inhibition | inhibition, % at 21.7 µM | hit rate 1.5% among 220,000 | AID 1022 | TR-FRET Mcl-1/Noxa peptide binding, 2 h;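 active means compounds that cut the protein-peptide binding signal by more than 50% relative to plate controls in a single-dose test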;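 further: His-tagged Mcl-1 with rhodamine Noxa BH3 peptide and terbium anti-His antibody; 0% = Mcl-1 plus Noxa peptide wells and 100% = peptide-only wells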
Rac1 act GTP bind: alters GTP binding to activated mutant human Rac1. P63000. GST-Rac1 activated beads, fluorescent GTP binding, flow cytometry; actives lie on both sides; 100% means binding = to untreated wells. percent activity (GTP binding), % at 10 µM. hit rate 0.11% among 190,000. AID 764;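 active means GTP binding at least 20 percentage points away from the 100% baseline, in either direction, so actives lie on both sides; inconclusive means Compound likely fluorescent itself, or too few beads counted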
Rab7 wt GTP bind: dog Rab7 wildtype GTP binding, inhibitors and activators. GTP binding activity (percent of control), % at 10 µM. hit rate 0.055% among 190,000. AID 758. GST-Rab7 beads, fluorescent GTP binding, flow cytometry; actives lie on both sides; untreated = 100%, excess cold GTP = 0%;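 active means fluorescent GTP binding to Rab7 beads changed by at least 20 points from the 100% baseline, either direction, mostly lower; inconclusive means compound itself probably fluorescent, or too few beads counted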;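 further: median green fluorescence of bound Bodipy-FL-GTP per Rab7 bead population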
Rac1 wt modul: modulators of human Rac1 wildtype GTP binding; AID 757; GST-Rac1 beads, fluorescent GTP binding, flow cytometry; actives lie on both sides; 0 = cold GTP competed, 100 = untreated; GTP binding activity (% of control), % at 10 µM; hit rate 0.27% among 190,000; P63000;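 active means GTP binding activity at least 20 points away from the 100% control level, either lower or higher; inconclusive means compound flagged as likely green fluorescent, judged across all proteins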
HRas wt GTP: human HRas wildtype GTP binding, change in either direction; P01112; GST-Ras wt beads, Bodipy-FL-GTP binding, flow cytometry; actives lie on both sides; GTP binding activity, % at 10 µM; hit rate 0.14% among 190,000;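 active means GTP binding activity at least 20% away from the 100% baseline, either lowered as inhibitor or raised as activator; inconclusive means flagged as likely green fluorescent, judged across all proteins in the well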;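 further: 0% = unlabeled GTP competition control and 100% = no-compound control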
Target sequence (P01112 whole entry, looked up): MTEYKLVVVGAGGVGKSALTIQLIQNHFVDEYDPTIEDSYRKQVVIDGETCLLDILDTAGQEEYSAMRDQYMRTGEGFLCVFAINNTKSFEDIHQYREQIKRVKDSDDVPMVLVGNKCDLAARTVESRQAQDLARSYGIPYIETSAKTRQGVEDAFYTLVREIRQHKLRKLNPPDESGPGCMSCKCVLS
Bim-Mcl-1: disrupts Bim peptide binding to human Mcl-1. Q07820. Bead-based flow cytometry, Bim peptide-Mcl-1 binding. inhibition, % at 10 µM. hit rate 0.1% among 190,000. AID 1009; in the data active means inhibition above about 40%;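 further: 0% = no compound tracer wells and 100% = peptide blocker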
RGS8-Gao: regulators of human RGS8-Galphao interaction. P09471. multiplexed bead flow cytometry, RGS8-Galphao binding; actives lie on both sides. response (percent of control binding), % at 10 µM. hit rate 0.34% among 220,000; in the data active means response below about 60% or above about 140%; inactive means in between;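 further: Galphao activated as the GDP aluminium fluoride complex binding bead-coupled RGS8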
Target sequence (P09471 whole entry, looked up): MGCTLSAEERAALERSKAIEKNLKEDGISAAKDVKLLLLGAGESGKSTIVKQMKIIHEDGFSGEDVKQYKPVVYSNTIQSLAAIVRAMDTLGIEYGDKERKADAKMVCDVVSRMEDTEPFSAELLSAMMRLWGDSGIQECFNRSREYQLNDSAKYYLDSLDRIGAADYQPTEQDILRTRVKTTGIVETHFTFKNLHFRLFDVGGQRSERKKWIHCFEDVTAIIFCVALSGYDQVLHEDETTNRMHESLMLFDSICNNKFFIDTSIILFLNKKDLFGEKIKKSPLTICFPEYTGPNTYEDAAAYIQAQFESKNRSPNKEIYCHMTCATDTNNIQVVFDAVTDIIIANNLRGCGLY
Pf gametocyte: P. falciparum stage V gametocyte viability inhibition; P. falciparum stage V gametocytes, ATP luminescence, 24 h; inhibition, % at 10.9 µM; hit rate 0.065% among 150,000; AID 743093;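 active means inhibition above the mean plus 3 SD of compounds within the control limits, set per campaign, cut at about 38% in these data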;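 further: 0% = DMSO wells and 100% = medium only without gametocytes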
Rab2 wt GTP: changes GTP binding to wildtype dog Rab2A, up or down; hit rate 0.19% among 190,000; GTP binding activity, % at 10 µM; P61105; GST-Rab2 wt beads, Bodipy-GTP binding, flow cytometry;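 active means GTP binding activity at least 20 points away from 100%, either lowered or raised; inconclusive means signal likely due to the compound's own green fluorescence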;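 further: 0% = beads with excess unlabeled GTP and 100% = no-compound control corrected for plate trend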
Mcl1 Bid PPI: disrupts binding of human Mcl-1 to Bid peptide | Q07820 | inhibition, % at 21.7 µM | hit rate 0.97% among 220,000 | AID 1021 | TR-FRET Mcl-1/Bid-Dy647 peptide binding, 1536-well;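 active means compounds that cut the binding signal by more than half at the single screening dose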;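 further: His-tagged Mcl-1 with europium anti-His antibody binding Bid BH3 peptide; 0% = Mcl-1 plus peptide wells and 100% = peptide-only wells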
Cdc42 wt: modulators (inhibitors or activators) of GTP binding to human Cdc42 wildtype; P60953; GST-Cdc42 beads, Bodipy-GTP binding, flow cytometry; actives lie on both sides; percent activity (GTP binding), % at 10 µM; hit rate 0.2% among 190,000; AID 761;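 active means percent activity GTP binding at least 20 points away from the 100% baseline, either down as inhibitor or up as activator; inconclusive means compound flagged as likely green fluorescent from well-wide comparison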;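 further: median bead fluorescence of bound Bodipy-FL-GTP at 100 nM; 0% = excess unlabeled GTP control and 100% = no compound control; below 100% means less GTP binding so inhibitor and above means activator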
Target sequence (P60953 whole entry, looked up): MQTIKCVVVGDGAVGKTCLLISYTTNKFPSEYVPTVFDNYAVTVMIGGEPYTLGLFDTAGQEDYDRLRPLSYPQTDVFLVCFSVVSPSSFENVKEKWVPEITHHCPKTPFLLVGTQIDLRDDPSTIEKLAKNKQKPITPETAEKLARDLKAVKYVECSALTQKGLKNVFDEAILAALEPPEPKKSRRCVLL
* marks the source's active call; other numbers are inactive results; u = inconclusive; x = not tested or not shown.

SMILES	Mcl1-Noxa inh	Rac1 act GTP bind	Rab7 wt GTP bind	Rac1 wt modul	HRas wt GTP	Bim-Mcl-1	RGS8-Gao	Pf gametocyte	Rab2 wt GTP	Mcl1 Bid PPI	Cdc42 wt
Cc1ccc(C)n1Cc1ccc(C(=O)O)cc1	62*	98	98	101	99	0	68	x	98	-19	101
COc1ccc(-c2n[nH]c(=S)o2)c(OC)c1	27	100	99	108	101	-5	99	x	101	16	103
Cc1ccc(NC(=O)c2cncc(Br)c2)cc1S(=O)(=O)N(C)C	-7	99	100	103	102	-4	99	-4	97	-15	98
C/C(=N\Nc1ccc(C(F)(F)F)cc1[N+](=O)[O-])C1CC1	-71	103	101	103	100	-7	100	13	97	-20	99
O=C(Nc1ccccc1)c1[nH]ncc1[N+](=O)[O-]	2	100	99	100	101	-2	103	8	102	-13	103
Cc1[nH]nc(N)c1N=Nc1ccc(Br)cc1	27	98	92	97	98	1	102	x	93	-9	100
c1ccc(N=C(c2cccs2)N2CCOCC2)cc1	-6	95	103	100	101	-2	99	-1	101	-8	98
Cc1ccc(CNC(=O)CN2CCCC(C)C2)cc1 (stereo not given)	-5	102	102	104	102	-4	100	1	103	-40	104
COc1cc(CN2CCN(Cc3ccc(SC)cc3)CC2)cc(OC)c1O	22	99	106	103	103	0	101	-20	100	26	105
CC(=O)c1ccc(S(=O)(=O)Nc2cccc(-c3cn4c(n3)SCC4)c2)cc1	22	90	98	87	88	20	101	22	90	-27	86
O=C(c1ncn[nH]1)N1CCN(c2nc(-c3ccccc3)cs2)CC1	-52	100	99	106	100	-2	102	x	99	-50	105
CN1C(=O)N(C)C2(c3ccccc3)Nn3c(s/c(=C/c4ccccc4F)c3=O)=NC12c1ccccc1 (stereo not given)	7	99	101	106	104	-2	95	x	102	5	106
O=C(COC(=O)c1cc(Br)ccc1Cl)NC(=O)NCc1ccccc1	-8	99	101	103	100	-3	104	x	100	-6	101
O=S(=O)(c1ccc(Br)cc1)c1nc(-c2ccccc2)oc1NCc1cccnc1	13	97	97	100	100	1	103	x	99	17	100
O=C(NCC1CCCO1)NC1(C(F)(F)F)Oc2ccccc2O1 (stereo not given)	6	91	96	97	98	-4	103	x	95	-19	99
COC(=O)C1(O)CC(CC(C)C)=NN1C(=O)c1ccccc1 (stereo not given)	2	100	102	101	102	-2	104	x	101	-2	101
O=C(Nc1ccc(Br)cc1)c1cnccn1	4	101	100	105	105	0	99	x	105	-25	107
CC(C)c1ccc(OCC(=O)NC2=NCCS2)cc1	8	95	97	105	99	0	101	24	97	-17	97
O=C(COC(=O)c1ccccc1Cl)NC(=O)NCc1ccccc1	-7	100	99	102	101	0	99	x	100	-21	96
CCN(CC)C(=O)Oc1ccc(Cl)c2ccccc12	-12	96	96	105	98	-3	97	x	97	6	102
O=C(O)c1ccc2cccc(Cl)c2c1O	25	91	97	94	95	-3	97	14	94	15	94
Cc1cc(=O)oc(C)c1C(=O)NCC(C)C	10	98	99	103	99	0	102	x	101	-16	101
CC(=O)c1ccc(N2CCN(C(=O)Nc3cccc(F)c3)CC2)cc1	15	94	94	96	97	1	97	x	94	-41	100
Cc1cc(Oc2ccccc2)nc(N2CCOCC2)n1	11	100	99	107	98	-6	105	12	100	7	102
N#CCCN(C(=O)COC(=O)c1cccc(S(=O)(=O)Nc2ccc([N+](=O)[O-])cc2)c1)c1ccccc1	21	u	u	u	u	2	103	-19	u	-25	u
CCOc1cc(CO)cc(Br)c1OCC(=O)Nc1ccccc1C	16	96	95	97	97	0	103	10	97	-31	101
Cc1ccc(C)c(-c2csc(N)c2C(=O)OC(C)C)c1	1	97	100	101	100	0	100	13	98	-20	100
CCOC(=O)C(C)Sc1cc(CS(=O)(=O)c2ccccc2)nc(-c2ccccc2)n1 (stereo not given)	-13	95	98	94	94	0	98	1	94	7	91
O=S(=O)(C=C(c1ccccc1)c1ccccc1)c1ccccc1	0	98	102	100	104	0	94	20	104	0	103
C=CCNC(=O)NC(=O)COC(=O)c1cccnc1SC	-2	99	98	107	103	0	100	x	101	-18	102
Cc1c(C(=O)N2CCCC2)sc(NC(=O)c2ccco2)c1C#N	18	97	95	102	98	-1	101	x	99	-24	95
Cc1ccc(CC(CC(=O)Nc2cccc(C(F)(F)F)c2)C(=O)O)cc1 (stereo not given)	10	83	92	85	86	-4	105	-5	85	5	81
Cc1ccc(C2=Nc3ccccc3N=C(c3ccc([N+](=O)[O-])cc3)C2)c(O)c1	-6	100	101	104	101	-2	108	-26	100	-36	104
O=C(NCc1ccc2c(c1)OCO2)C12CC3CC(CC(C3)C1)C2	4	100	100	103	103	-1	99	1	101	15	105
CS(=O)(=O)Nc1ccccc1C(=O)NCCSCc1ccccc1	-4	93	103	95	99	0	97	-23	98	-35	97
O=C(COc1ccc(Br)cc1CNC1CCCC1)Nc1ccccc1	2	95	106	100	98	-1	104	x	102	-32	99
CN(C)C(=O)c1cc([N+](=O)[O-])ccc1O	14	98	96	102	98	13	103	-15	98	-24	101
CC(C)CN1CCN(Cc2cccn2-c2ccc(Cl)cn2)CC1CCO (stereo not given)	6	95	105	100	100	-1	102	-17	99	-46	100
CCOC(=O)c1[nH]c2ccccc2c1NC(=O)c1nonc1C	-6	100	106	103	103	0	99	-28	101	-19	100
CN(C)NC(=O)C12CCC(C)(C(=O)O1)C2(C)C (stereo not given)	0	99	108	104	102	0	102	x	105	-6	101
Cc1cc(NC(=O)c2ccc(N3C(=O)CCC3=O)cc2)no1	6	98	103	102	100	-3	99	x	99	-22	99
OC(COc1ccc(CNCc2cccnc2)cc1)CN1CCc2ccccc2C1 (stereo not given)	18	92	95	93	93	-3	109	4	92	-22	91
COc1ccc(CCNC(=S)Nc2ccccc2C)cc1	9	101	103	104	104	-3	102	-17	104	-21	105
Cc1ccc(S(=O)(=O)NCCSc2nnnn2-c2ccc(C(N)=O)cc2)cc1	13	96	99	98	98	2	102	x	99	-4	97
OCCN1CCN(CCSc2ccccc2)CC1	8	97	98	99	99	-4	102	6	99	10	100
CC(C)CCNC(=O)[C@H](CC(C)C)NC(=O)[C@H]1O[C@@H]1C(=O)O	27	101	105	102	99	0	102	x	101	-4	98
COc1ccc(O)c(/C=N/N=C2/C(=O)Nc3ccccc32)c1	36	90	91	90	93	2	99	1	89	-25	88
COc1cc2c(C)nc3c(cnn3-c3ccccc3)c2cc1OC	-13	95	94	88	89	3	99	x	89	-9	91
C=CCn1c(SCC(=O)Nc2ccc(C(=O)OC(C)C)cc2)nnc1-c1cccs1	5	97	98	95	97	0	106	16	97	-6	97
CCCCCCOc1ccc(N2C(=O)CC(N3CCN(CCN=CC4=C(O)CC(C)(C)CC4=O)CC3)C2=O)cc1 (stereo not given)	0	90	98	97	94	-4	103	2	89	-19	91
CCOC(=O)N1CCN(CC(=O)Nc2cc(C)nn2-c2nc3ccccc3s2)CC1	11	99	96	100	99	-4	101	-24	99	-1	101
COc1ccc(NC(=O)Cc2coc3cc(C)ccc23)cc1S(=O)(=O)N1CCOCC1	12	97	97	101	97	-1	100	x	96	-12	99
COCCSc1ccccc1C(=O)Nc1ccc(Cl)cn1	16	99	98	104	97	-5	100	8	100	5	101
CC(C)(CSc1nncn1/N=C/c1ccco1)NS(=O)(=O)c1ccc(Cl)cc1	-8	99	99	101	100	-2	102	x	103	-12	102
Cc1cc2oc(=O)cc(CN3CCN(S(=O)(=O)c4ccc5c(c4)OCCO5)CC3)c2cc1C	-11	99	99	102	102	-2	105	-4	98	1	100
CCn1c(C)nc2cc(C(=O)n3cc(C(=O)c4ccccc4O)cn3)ccc21	2	85	89	84	88	0	100	x	83	-16	84
Cc1cc(=O)oc2cc(NC(=O)CCCC(=O)O)ccc12	-5	95	96	93	95	0	105	x	94	18	97
CS(=O)(=O)N1CCN(c2ccccc2NC(=S)NC(=O)c2cccs2)CC1	1	95	99	98	97	1	101	x	98	-21	95
Nc1ccc2c(c1)C(=O)N(CCCCCC(=O)O)C2	4	101	98	106	103	-3	101	-23	99	-16	103
C/C(Cl)=C/Cn1c(SCc2ccc(Cl)cc2)nc2c1c(=O)[nH]c(=O)n2C	-4	90	103	87	88	4	96	1	94	-6	84

The listing continues.
SMILES	Mcl1-Noxa inh	Rac1 act GTP bind	Rab7 wt GTP bind	Rac1 wt modul	HRas wt GTP	Bim-Mcl-1	RGS8-Gao	Pf gametocyte	Rab2 wt GTP	Mcl1 Bid PPI	Cdc42 wt
O=C(COC(=O)c1cn(-c2ccccc2)nc1-c1ccccc1)c1ccc([N+](=O)[O-])cc1	5	95	97	103	100	-1	101	x	98	-11	100
CCOC(=O)c1c(NC(=O)CSc2nnc(CN3CCOCC3)n2C)sc2c1CCCC2	-7	97	104	106	102	-2	100	-9	101	-18	101
CSc1nc(NCc2ccco2)c2sc3nc(C(C)C)c4c(c3c2n1)CC(C)(C)OC4	-41	98	101	98	100	1	100	8	100	-6	100
c1cc(CNC23CC4CC(CC(C4)C2)C3)ccn1	19	95	101	99	98	0	102	-5	98	-23	99
CCN(CC)c1ccc(NC(=O)CSc2nc(C)cc(=O)[nH]2)cc1	22	99	98	105	100	0	102	x	100	-27	103
Cc1cccc(-c2noc(Cc3ccc(Cl)cc3)n2)c1	2	97	103	105	100	-6	100	-24	99	-21	99
O=C(O)CONC(=O)c1cc(OCC(F)(F)F)ccc1OCC(F)(F)F	-6	99	101	97	98	-2	103	x	99	17	99
CCOC(=O)CSc1nc2ccccc2c(=O)n1CCN1CCOCC1	5	96	100	108	98	-2	100	0	98	-3	104
CCOC(=O)C1CCCN(c2c(NCCc3ccc(S(N)(=O)=O)cc3)c(=O)c2=O)C1 (stereo not given)	-2	101	105	104	102	-2	101	x	102	-23	105
CCSc1nc(C)c(CCOc2cccc(C)c2)c(=O)[nH]1	13	92	96	97	98	-1	101	13	96	-8	95
N#Cc1ccc(Oc2ccc(-c3cnc4ccccc4n3)cc2)cc1C#N	-32	100	99	103	101	0	101	0	100	41	105

With a hit mark in Mcl1-Noxa inh (from the list above):
mol	Mcl1-Noxa inh	Rac1 act GTP bind	Rab7 wt GTP bind	Rac1 wt modul	HRas wt GTP	Bim-Mcl-1	RGS8-Gao	Rab2 wt GTP	Mcl1 Bid PPI	Cdc42 wt
Cc1ccc(C)n1Cc1ccc(C(=O)O)cc1	62*	98	98	101	99	0	68	98	-19	101
